Peg3 imprint: qHTS Assay for Compounds that Induce Erasure of Genomic Imprints. mouse ES Peg3-LacZ reporter, beta-gal luminescence, 40 h. Potency, µM (highest dose often 60.7 µM), for the others: at the highest dose activity change, positive = activation, most hits filed as activators. AID 1948, 2009. 110,000 tested, 0.02% active;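 also: 0% = negative control wells on the plate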
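Readout: BetaGlo luminescence (5 min, room temp) for LacZ from the normally silent maternal Peg3 allele in female Peg3LacZ-Neo ES cells. Cells 300/well, 40 h, 37C, 5% CO2. Data normalized per plate to negative controls.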
p53ts 32C tox: qHTS Screen for Compounds that Selectively Target Cancer Cells with p53 Mutations: Cytotoxicity of p53ts Cells at the Permissive Temperature; H1299-p53A138V at 32C, ATP luminescence viability, 24 h; Potency, µM (top dose mostly 46.1 µM), for the others: at the top dose activity change, negative = cytotoxicity, usual class: cytotoxic; 130,000 tested, 0.93% active; AID 924, 2007;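 also: 0% = DMSO and -100% = full killing by reference compound; nearly all actives have a fitted effect of over 55% in size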
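H1299-p53 A138V cells (temperature-sensitive p53) exposed 24 h to up to 46 uM compound at 32C, where p53 is wild-type in conformation. Viability read as ATP luminescence and normalised to DMSO and 100 uM tamoxifen. AC50 fitted with the Hill equation.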
p53ts 39C kill: qHTS Screen for Compounds that Selectively Target Cancer Cells with p53 Mutations: Cytotoxicity of p53ts Cells at the Nonpermissive Temperature | H1299-p53A138V viability at 39C, ATP luminescence, 24 h | Potency, µM (doses to about 46.1 µM), without a hit: at the top dose activity change, negative = cell killing, most hits filed as cytotoxic | 130,000 tested, 1.5% active; also: nearly all actives have a fitted effect of over 55% in size
IkB sig inh: IkB Signaling; AID 445, 2006; Potency, µM (highest dose often 57.1 µM), inactives show at the highest dose IkBa stabilization activation; 110,000 tested, 0.04% active; ABC-DLBCL IkBa-CBG/CBR dual luciferase ratio, 4 h; response scale: scaled: untreated 0%, proteasome inhibitor 100%; active = well fitted curve in the direction sought with a large enough effect in the signal ratio, not every such curve was filed as active; inconclusive = small, poorly fitted or top-dose-only effect, or a change in a side signal; the % refers to the signal ratio;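 also: the direction sought is a rising ratio; 0% = basal untreated cells and 100% = reference inhibitor full response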
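Luminescence ratio of IκBα-fused green versus native red beetle luciferase in OCI-Ly3 cells, 4 h post-doxycycline with compound; red signal alone, scaled from basal (0%) to zero light (-100%), flagged nonspecific or cytotoxic effects.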
An asterisk follows results filed as active; ? = inconclusive; · = not tested or not shown; [ ] = dose if it differs, or a comment. Unless noted, calls follow the shape of the dose curve; as a rule, active = well fitted curve in the direction sought with a large enough effect; inconclusive = small, poorly fitted or top-dose-only effect, or another doubt; inactive = no such curve, though single readings can be large; an effect the other way counts as inactive or inconclusive. Unless noted, % is scaled to controls: 0 for no effect and ±100 for the full control effect; potency is read from the fitted curve at half-maximal effect.

Value order – Peg3 imprint	p53ts 32C tox	p53ts 39C kill	IkB sig inh
- CN(C)c1nc(C(=O)Nc2ccccc2)nc(N(C)C)n1
    -6%	-9%	1%	0.9%
- CC1(C)CCC2=C(O1)c1ccccc1C(=O)C2=O
    -79%[inhibitor]	5µM*	5µM*	?
- O=C1CCc2cc(S(=O)(=O)N3CCC(C(=O)NC4CCCc5ccccc54)CC3)ccc2N1 (configuration not stated)
    -10%	2%	-2%	4.9%
- Cc1cc(C)n(CCc2nc(-c3cc4ccccc4o3)cs2)n1
    8%	-5%	-12%	-6.5%
- CCn1c(SCC(=O)c2cc(OC)ccc2OC)nnc1C1CC1
    -9%	12%	-11%	?
- O=C(CN1C(=O)NC2(CCCCCC2)C1=O)c1ccc2c(c1)OCCO2
    -4%	-20%	-21%	0.8%
- O=C(Nc1c(F)c(F)c(F)c(F)c1F)C1CCCCC1
    -8%	-4%	-2%	-2.1%
- Cc1csc(NC(=O)c2c(O)c3cccc4c3n(c2=O)CCC4)n1
    1%	15%	-8%	1.3%
- CN(C)c1ccc(CNC(=O)c2ccc3nc(Cc4ccccc4)oc3c2)cc1
    -29%[10.9 µM]	-4%	-10%	0.3%
- NS(=O)(=O)c1ccc(CNC(=O)c2ccc(Br)o2)cc1
    -9%	8%	13%	1.3%
- CCCNC(=O)N1[C@H](c2ccc(C)s2)[C@@H](C)C(=O)[C@@H](C)[C@@H]1c1ccc(C)s1
    -16%[10.9 µM]	-8%	-5%	-0.6%
- Cc1cnc(Nc2nc3ccccc3o2)nc1C(=O)Nc1cccc(C(F)(F)F)c1
    -23%	?	?	2.0%
- Cc1ccc(NC(=O)Cn2c(C)cc(C)c(C#N)c2=O)cc1
    9%[10.9 µM]	3%	-18%	2.3%
- COc1ccc(OC)c(C2C(C(=O)c3ccc(C)o3)=C(O)C(=O)N2CCCN2CCOCC2)c1 (configuration not stated)
    -6%	-6%	10%	-0.5%
- COc1cccc(N2CCN(C3CC(=O)N(c4ccc(Cl)cc4)C3=O)CC2)c1 (configuration not stated)
    -13%	-4%	11%	1.1%
- CCN(CC)C(=O)c1cc(-c2ccc(Br)cc2)on1
    -28%	-8%	?	?
- CCC(CC)C(=O)Nc1cc(-c2cn3cccnc3n2)ccc1OC
    -6%[10.9 µM]	3%	-8%	0.2%
- COc1ccc2occ(C(=O)c3ccc(N=C(C)N(C)C)cc3)c2c1
    -63%[inhibitor]	-18%	-7%	?
- CCOC(=O)N1CCC(N2Cc3cccc(C(=O)N4CC(C)CC(C)C4)c3C2=O)CC1 (configuration not stated)
    -3%	-21%	-14%	0.9%
- CC(=O)Nc1cc(C(F)(F)F)ccc1OCC1CCCO1 (configuration not stated)
    -8%	-2%	5%	-1.1%
- O=C(Nc1ccccc1C(=O)N1CCCC1)C1CCN(c2ncccn2)CC1
    -4%	20%	-3%	1.4%
- O=C(c1ccccc1)c1nn(-c2ccccc2)c2nnc(Cc3ccccc3)c(=O)n12
    ·	-5%	6%	·
- Cc1cc(C(=O)N/N=C2\CCCC(=O)C2)c(C)n1-c1ccccc1
    ·	-8%	-1%	·
- Cc1ccc(CNC(=O)C(=O)Nc2c3c(nn2-c2ccc(F)cc2)CSC3)cc1
    -12%[10.9 µM]	-7%	-32%	0.4%
- COC(=O)c1ccc(CNC(=O)COc2ccccc2Br)o1
    -4%	-4%	0%	2.1%
- O=C(COC(=O)c1cc(-c2cccs2)nc2ccccc12)c1ccc(Cl)cc1
    -3%[10.9 µM]	-13%	-23%	5.0%
- Clc1ccc(Cl)c(OCCN2CCOCC2)c1
    -17%	7%	8%	-1.3%
- CCCCNC(=O)Nc1ccon1
    -7%	3%	0%	-1.4%
- Cc1c(C)c2c(cc(C)c3c(-c4ccc(Br)cc4)coc32)oc1=O
    -6%[10.9 µM]	8%	18%	-1.8%
- COc1ccc(S(=O)(=O)N(C(C)=O)c2ccc3oc(=O)sc3c2)cc1
    -38%[inhibitor]	-4%	-26%	1.4%

Entries of single compounds, looked up by structure.
CCCNC(=O)N1[C@H](c2ccc(C)s2)[C@@H](C)C(=O)[C@@H](C)[C@@H]1c1ccc(C)s1 reads Peg3 imprint: -16%[10.9 µM]; p53ts 32C tox: -8%; p53ts 39C kill: -5%; IkB sig inh: -0.6%
Cc1c(C)c2c(cc(C)c3c(-c4ccc(Br)cc4)coc32)oc1=O reads Peg3 imprint: -6%[10.9 µM]; p53ts 32C tox: 8%; p53ts 39C kill: 18%; IkB sig inh: -1.8%

Next part
Value order – Peg3 imprint	p53ts 32C tox	p53ts 39C kill	IkB sig inh
- CCOC(=O)N1CCC(NC(=O)c2cc3c(=O)n(C)c4ccccc4c3n2C)CC1
    -14%	30%[activator]	-4%	4.1%
- Cn1cccc1C(=O)N1CCC[C@@]2(CCN(c3ccccc3)C2)C1
    ·	-4%	-15%	2.1%[11.4 µM]
- CN(Cc1nc(-c2ccccn2)no1)S(=O)(=O)c1ccccc1
    -3%	8%	4%	2.2%
- O=C(Cn1ncc2c3ccccc3n(Cc3cccc(Cl)c3)c2c1=O)NCCCc1ccccc1
    ?	1%	-13%	0.7%
- Cc1ccnc(N2CCCC(C(=O)Nc3cc(F)ccc3C)C2)n1 (configuration not stated)
    -2%	-14%	5%	-1.3%
- O=C(CCC(=O)N1CCCC1)Nc1nnc(C2CCCCC2)s1
    -16%	0%	14%	-3.2%
- CCN(CC(=O)NC(C)C)C(=O)c1ccc(S(=O)(=O)N(C)c2ccccc2OC)cc1
    2%	9%	3%	0.8%
- CCN(CC)CCNC(=O)c1ccc2c(=O)n3nc(Nc4ccccc4OC)sc3nc2c1
    5%[10.9 µM]	-28%	?	?
- COc1ccc2oc(-c3cccc(NC(=O)c4sc5c([N+](=O)[O-])cccc5c4Cl)c3)nc2c1
    -16%[10.9 µM]	-2%	10%	0.9%
- O=C(CSc1nnc(Cn2c(=O)sc3ccccc32)n1CCc1ccccc1)N1CCCC1
    -2%	7%	0%	4.8%
- Cc1cnc(SCCc2ccncc2)nc1C
    -12%	5%	8%	-1.1%
- CCOc1cccc(C(=O)Nc2cccc(-c3nnc(-c4ccc(C)cc4)o3)c2)c1
    -8%	10%	8%	-0.8%
- O=c1c2ccccc2nc(SCc2cn3ccsc3n2)n1-c1ccccc1
    -21%	1%	7%	0.7%
- CSCCC(NS(=O)(=O)c1ccc2c(c1)oc(=O)n2C)C(=O)NCc1ccccc1 (configuration not stated)
    -6%[10.9 µM]	-5%	18%	-2.6%
- COCCn1c(=O)c(-c2cccs2)nc2cnc(Oc3ccccc3)nc21
    -14%	5%	-13%	-1.7%[11.4 µM]
- COc1ccc(-c2csc3nc(-c4ccc(C)cc4)oc(=O)c23)cc1OC
    -11%[10.9 µM]	-8%	-23%	-5.2%
- COC(=O)c1sc2cccc(F)c2c1S(=O)(=O)NCc1ccc(Cl)cc1
    4%[10.9 µM]	-1%	-13%	?
- Cc1ccc([N+](=O)[O-])c(Oc2ncnc3c2oc2ccccc23)c1
    -9%[10.9 µM]	2%	-24%	-1.7%
- COc1cc(/C=C/c2nc(C#N)c(NC(C)c3ccccc3)o2)cc(OC)c1OC (configuration not stated)
    -8%[10.9 µM]	6%	2%	?
- Cc1ccc(-c2nc3c(cnn3-c3ccccc3)c(=O)n2-c2ccc(Cl)cc2)cc1
    15%[10.9 µM]	16%	10%	8.3%
- O=S1(=O)c2ccccc2N(Cc2ccccc2Cl)c2ccccc21
    4%[10.9 µM]	4%	-4%	4.0%
- CCCCOC(=O)CSc1nc(N)c(C#N)c(-c2ccc(OCC)cc2)c1C#N
    -12%	4%	1%	0.7%
- COc1ccc(CCNC(=O)C2(C)CCC(=O)N2Cc2ccc3c(c2)OCO3)cc1OC (configuration not stated)
    -6%	9%	2%	-0.9%
- N#CC1=C(N)Nc2ncnn2C1c1ccc(F)cc1 (configuration not stated)
    ·	-3%	8%	·
- c1ccc(OCCOc2ncnc3sccc23)cc1
    -56%[inhibitor]	-6%	-6%	-1.5%
- CCCn1c(=O)c(C(=O)NCc2ccncc2)c(O)c2ccccc21
    -7%	1%	-2%	1.1%
- CC(C)C(NS(=O)(=O)c1cccc2nsnc12)C(=O)N1CCc2ccccc2C1 (configuration not stated)
    -11%	0%	-1%	-0.2%
- COc1ccccc1Cn1nnc2c(=O)[nH]c(C3CCN(C(=O)c4ccc(C)cc4)CC3)nc21
    -4%	-9%	-2%	1.1%
- CCc1ccc(C(=O)c2cn(CC(=O)Nc3ccc(OC)cc3)c3cc4c(cc3c2=O)OCO4)cc1
    -8%[10.9 µM]	1%	-16%	2.4%
- COc1ccc2cc3cc(C(=O)NCCN4CCc5ccccc5C4)oc3nc2c1
    -31%[inhibitor]	1%	-21%	?
- Cc1[nH]nc2nc(SCC(=O)NCC3CCCO3)n(-c3ccc(Br)cc3)c(=N)c12 (configuration not stated)
    -12%	20%	0%	-1.6%
- Cc1ccc(OCc2nc(-c3ccc(C(=O)N4CCN(c5cccc(C(F)(F)F)c5)CC4)cc3)oc2C)cc1
    -15%[10.9 µM]	9%	7%	?
- Cc1nc(-c2ccc(F)cc2)sc1CCNC(=O)c1ccc(OC(C)C)cc1
    -4%[10.9 µM]	11%	-8%	2.6%
- COc1ccccc1OCc1ccc(C(=O)NC(C)(C)C)o1
    -6%	-13%	0%	7.6%
- C=CCn1c(=O)c2ccccc2n2c(SCC(=O)N3CCCc4ccccc43)nnc12
    2%	-3%	5%	0.7%
- O=C(Nc1ccc2nc(SCC(=O)N3CCCc4ccccc43)sc2c1)c1ccc(F)cc1
    -18%[10.9 µM]	-10%	-7%	?
- c1ccn2c(SCc3cn4ccsc4n3)nnc2c1
    -68%[inhibitor]	-3%	-4%	0.8%
- Cn1c(SCC(=O)NCc2ccc(F)cc2)nc2ccccc21
    0%	1%	-1%	1.4%
- CC(=O)Nc1ccc2c(c1)C(=O)N(C1CCCCC1)C2=O
    -2%	-6%	0%	-3.5%
- CCCOc1ccc(C(=O)Nc2cc3c(cc2N2CCCCC2)n(C)c(=O)n3C)cc1
    -2%[10.9 µM]	-2%	6%	?
- Cc1c(Cl)cccc1-c1ccc(CNc2ccc3[nH]c(=O)[nH]c3c2)o1
    -5%[10.9 µM]	-2%	-15%	-0.6%
- CC(C)CC(=O)Nc1ccccc1N1CCN(C(=O)c2ccccc2)CC1
    -14%	-3%	7%	1.5%
- COc1ccc(CN2C(=O)N(c3ccc(C)cc3)C(=O)C2CC(=O)Nc2ccccc2)cc1OC (configuration not stated)
    -6%[10.9 µM]	10%	-15%	-2.7%
- Cc1cc(C)nc(NN=C2CCCC2)n1
    ·	-9%	15%	·
- O=S(=O)(NCc1ccccn1)c1ccc(F)cc1
    -3%	0%	2%	0.9%
- CCCCn1c(=NC(=O)c2cccnc2)c(C(=O)OCC)cc2c(=O)n3ccccc3nc21
    8%	4%	6%	0.3%
- CCCCOc1ccc(/C(O)=C2/C(=O)C(=O)N(CCN(C)C)C2c2ccc(O)c(OC)c2)cc1 (configuration not stated)
    -13%	-7%	4%	2.5%
- CCC(=O)N1CCc2cc(S(=O)(=O)NCCC(=O)Nc3cc(C)cc(C)c3)ccc21
    5%	5%	-8%	-1.3%
- O=C(NCCc1ccccc1)C1CCN(S(=O)(=O)c2ccc(-c3nn[nH]n3)cc2)CC1
    4%	-6%	0%	4.4%
- Cn1c(CNc2ccccc2)cc(=O)n(C)c1=O
    -2%	10%	7%	0.3%
- CCOCCn1ccc2c(OCC(=O)Nc3cc(C)cc(C)c3)cccc2c1=O
    -10%[10.9 µM]	4%	-6%	4.2%
- O=C(NC1(C(F)(F)F)NC(=O)N(C2CCCC2)C1=O)C1CC1 (configuration not stated)
    1%	10%	4%	-2.5%
- Cc1cc(O)c(C(c2cccc(F)c2)N2CCC(C)CC2)c(=O)n1Cc1ccco1 (configuration not stated)
    7%[10.9 µM]	2%	1%	?
- CCC(NC(=O)Cn1cnc2c(=O)n(C)c(=O)n(C)c21)c1ccccc1 (configuration not stated)
    2%	4%	17%	0.1%
